# GPT2 inh = Primary qHTS assay for inhibitors of Glutamate pyruvate transaminase 2 (GPT2) | AID 1671188, 2021 | Recombinant GPT2, coupled pyruvate oxidase/HRP Amplex Red fluorescence | Alanine aminotransferase 2 (Homo sapiens), Q8TD30 | Potency, µM (doses to about 57.7 µM), without a hit: at the top dose activity change, negative = inhibition, hits mostly inhibitors | 100,000 tested, 0.25% active; also: potency is read from the fitted curve at half-maximal effect; nearly all actives have a fitted effect of over 60% in size; many of its hits are not listed in these tables
#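 Recombinant GPT2 (10ng/uL) with 250uM a-KG and 2mM L-alanine, 30 min at room temperature, in HEPES pH 7.5 buffer. Pyruvate detected by pyruvate oxidase/HRP/Amplex Red fluorescence after 30 min in the dark; AOA (50uM) as positive control.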
# SNCA expr inhib = Primary qHTS assay for inhibitors of alpha-synuclein gene (SNCA) expression; Potency, µM (top dose mostly 57.2 µM), for the others: top-dose activity change, negative = inhibition, usual class: inhibitors; 140,000 tested, 0.17% active; HEK-293 SNCA-luciferase knock-in, luminescence, 24 h; AID 1671194, 2021;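 also: potency is read from the fitted curve at half-maximal effect; plate controls were DMSO cells for no effect and cell-free wells for full effect; nearly all actives have a fitted effect of over 45% in size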
# HEK293 tox = Cytotoxic Profiling in HEK 293 Cell Line of Diverse Libraries Using Quantitative High-Throughput Screening | HEK 293 viability, ATP luminescence (CellTiter-Glo), 48-72 h | Potency, µM (top dose mostly 115 µM), without a hit: at the top dose activity change, negative = cytotoxicity, usual class: inhibitors | 94,000 tested, 6.6% active; also: potency is read from the fitted curve at half-maximal effect; nearly all actives have a fitted effect of over 60% in size
#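 Cytotoxicity was scored by loss of ATP-coupled luminescence (CellTiter-Glo) in HEK 293 cells. Compound treatment ran 48 or 72 hr at 37 degree Celsius, 5% CO2, 95% humidity.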
# IP6K1 inh = Primary qHTS assay for small molecule inhibitors of Inositol hexaphosphate kinase 1 (IP6K1); 140,000 tested, 0.81% active; Inositol hexakisphosphate kinase 1 (Homo sapiens), Q92551; IP6K1 kinase, ADP-Glo luminescence, 2 h; hits give low values; AID 1645851, 2021; activity change, % (series mostly up to about 58 µM); in the data active = activity change below about -25%
# Target sequence (Q92551 whole entry, looked up): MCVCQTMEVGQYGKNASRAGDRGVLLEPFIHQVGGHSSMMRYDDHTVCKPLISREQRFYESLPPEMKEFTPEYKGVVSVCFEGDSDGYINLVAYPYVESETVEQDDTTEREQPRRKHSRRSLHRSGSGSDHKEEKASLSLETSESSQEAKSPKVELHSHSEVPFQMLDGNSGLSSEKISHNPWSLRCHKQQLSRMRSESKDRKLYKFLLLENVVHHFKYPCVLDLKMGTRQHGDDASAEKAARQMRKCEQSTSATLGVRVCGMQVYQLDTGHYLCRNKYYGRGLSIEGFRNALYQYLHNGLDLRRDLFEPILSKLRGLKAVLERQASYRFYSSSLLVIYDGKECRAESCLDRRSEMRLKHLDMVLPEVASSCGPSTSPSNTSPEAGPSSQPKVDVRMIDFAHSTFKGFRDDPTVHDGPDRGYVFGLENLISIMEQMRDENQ
#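 ADP-Glo luminescence measures ADP made by human IP6K1 during a 2 h RT reaction with ATP/IP6 (mix at 1.3 mM/130 uM); top library doses 57.5 and 19.1 uM final.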
# Luciferase inh = Firefly luciferase inhibition profiling of diverse chemical library using quantitative high-throughput screening; purified P. pyralis luciferase, luminescence, biochemical; Potency, µM (highest dose often 115 µM), inactives show top-dose activity change, negative = inhibition, most hits filed as inhibitors; Luciferin 4-monooxygenase (Photinus pyralis), P08659; 76,000 tested, 2.5% active; also: potency is read from the fitted curve at half-maximal effect; nearly all actives have a fitted effect of over 65% in size
# Target sequence (P08659 whole entry, looked up): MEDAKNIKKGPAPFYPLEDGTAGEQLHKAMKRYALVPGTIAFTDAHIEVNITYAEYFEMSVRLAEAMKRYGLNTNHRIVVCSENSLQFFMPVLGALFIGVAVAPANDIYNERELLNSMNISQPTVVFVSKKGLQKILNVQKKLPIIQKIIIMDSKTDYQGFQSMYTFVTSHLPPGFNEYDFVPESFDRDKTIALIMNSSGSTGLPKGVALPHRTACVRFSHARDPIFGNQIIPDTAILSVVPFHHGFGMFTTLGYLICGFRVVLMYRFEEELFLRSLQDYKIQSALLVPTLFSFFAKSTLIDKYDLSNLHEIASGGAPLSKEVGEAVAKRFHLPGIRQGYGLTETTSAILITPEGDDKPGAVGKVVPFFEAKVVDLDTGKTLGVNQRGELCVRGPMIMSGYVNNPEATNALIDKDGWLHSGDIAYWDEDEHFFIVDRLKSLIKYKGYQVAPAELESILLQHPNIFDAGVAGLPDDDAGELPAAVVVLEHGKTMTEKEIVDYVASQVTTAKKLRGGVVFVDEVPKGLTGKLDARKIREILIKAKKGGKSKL
#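 Luminescence read by CCD imager after adding enzyme (10nM final) to wells holding compound, titrated in qHTS. Substrates 10uM each D-luciferin and ATP; buffer 50mM Tris acetate pH 7.5, 10mM Mg acetate, Tween-20, BSA.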
# 3T3 cytotox = Cytotoxic Profiling in NIH 3T3 Cell Line of Diverse Libraries Using Quantitative High-Throughput Screening. NIH 3T3 viability, CellTiter-Glo ATP luminescence, 48-72 h. Potency, µM (titrated, usually from 96.7 µM), for inactives: at the top dose activity change, negative = cytotoxicity, most hits filed as inhibitors. 94,000 tested, 4.3% active. AID 1345082, 2018; also: potency is read from the fitted curve at half-maximal effect; nearly all actives have a fitted effect of over 55% in size
#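 Mouse fibroblast NIH 3T3 cells, 400 per well, received compound via pintool and were incubated for 48 or 72 hr prior to CellTiter-Glo ATP luminescence measurement.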
# HEK293 viab = GF-AFC viability counterscreen for inhibitors of alpha-synuclein gene (SNCA) expression | HEK-293-SNCA-luc viability, GF-AFC fluorescence, 24 h | Potency, µM (highest dose often 57.1 µM), for the others: at the top dose activity change, negative = cytotoxicity, usual class: cytotoxic | 150,000 tested, 0.12% active | AID 1671193, 2021;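 also: potency is read from the fitted curve at half-maximal effect; 0% = DMSO-treated cells and -100% = medium-only wells without cells; nearly all actives have a fitted effect of over 30% in size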
#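 Cytotoxicity counterscreen: after 24 h compound treatment of genome-edited SNCA-luciferase HEK-293 cells, live-cell protease substrate GF-AFC read by fluorescence after 30 min; activity scaled between DMSO (0%) and medium-only (-100%), curves Hill-fitted.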
# Numbers without * were called inactive; i = inactive; ? = inconclusive; . = not tested or not shown; [ ] = remark or other dose. Unless noted, calls follow the shape of the dose curve; as a rule, active = well fitted curve in the direction sought with a large enough effect; inconclusive = small, poorly fitted or top-dose-only effect, or another doubt; inactive = no such curve, though single readings can be large; an effect the other way counts as inactive or inconclusive. Unless noted, % is scaled to controls: 0 for no effect and ±100 for the full control effect.
SMILES,GPT2 inh,SNCA expr inhib,HEK293 tox,IP6K1 inh,Luciferase inh,3T3 cytotox,HEK293 viab
O=c1[nH]nc2n1CCC(NS(=O)(=O)c1ccc3c(c1)CCCC3)CC2 (stereo unspecified),0%,3%,-21%,-9,-9%,?,0%
CCn1cc(-c2ccc(Cl)cc2)cc1C(=O)N1CCN(C(C)C)CC1,-7%,-16%,?,-7,3%,40µM*,-3%
O=C(CSc1nc(-c2ccccc2)nc2c1Cc1ccccc1O2)N1CCCCC1,.,-9%,.,6,.,.,-12%
COc1cccc(CN(C(=O)c2cccc(C)c2)C2CCS(=O)(=O)C2)c1 (stereo unspecified),.,15%,.,11,.,.,-23%
Cc1ncsc1C(=O)N1CCCC(C)(Cc2ccc3c(c2)OCO3)C1 (stereo unspecified),1%,-27%,?,5,-1%,?,0%
Cc1ccc(S(=O)(=O)NCCS(=O)(=O)N2CCN(c3ccccc3)CC2)cc1,.,-5%,.,28,.,.,5%
O=C(Cn1c(=O)n(Cc2ccc(Cl)cc2)c(=O)c2cccnc21)Nc1ccccc1C(F)(F)F,.,?,.,25,.,.,-7%
COc1ccc(C2Cn3nnc(C(=O)N4CCC(C(=O)NCC(C)C)CC4)c3CO2)cc1 (stereo unspecified),i,41%[activator],8%,0,?,i,-5%
CN(C)C[C@@H]1CN(c2ncccn2)C[C@H]1NC(=O)c1cccc2[nH]ccc12,i,10%,-14%,18,-5%,-1%,3%
C#CCN(Cc1nc(-c2cc(OC)ccc2F)oc1C)C1CCCCC1,i,-9%,1%,5,0%,i,2%
Cc1ccc(CN2C(=O)[C@@H]3C[C@@H](O)CN3C3(CN(Cc4ccccn4)C3)C2=O)o1,?,-1%[87.6 µM],-3%[172 µM],-6,-4%[172 µM],-2%[174 µM],-9%[87.6 µM]
Cc1nc(C(=O)N2CCC(Cc3nncn3-c3ccccc3)CC2)cs1,-40%,12%,-4%,13,-2%,-5%,6%
COc1ccccc1C(=O)NC1CCN(c2cc(-c3ccc(Cl)cc3)[nH]n2)CC1,-5%,?,?,14,-2%,?,-17%
CN1CCN(C[C@@H]2CN(C(=O)C3(c4ccccc4)CC3)C[C@@H]2CO)CC1,4%,-5%,-13%,3,7%,-4%,-2%
CCCN1CCC2(Cc3ccccc3CN(C(C)=O)C2)C1 (stereo unspecified),i,-4%,-10%,-6,.,0%,-5%

# Of the compounds above, three contain a Cl atom.
SMILES,GPT2 inh,SNCA expr inhib,HEK293 tox,IP6K1 inh,Luciferase inh,3T3 cytotox,HEK293 viab
CCn1cc(-c2ccc(Cl)cc2)cc1C(=O)N1CCN(C(C)C)CC1,-7%,-16%,?,-7,3%,40µM*,-3%
O=C(Cn1c(=O)n(Cc2ccc(Cl)cc2)c(=O)c2cccnc21)Nc1ccccc1C(F)(F)F,.,?,.,25,.,.,-7%
COc1ccccc1C(=O)NC1CCN(c2cc(-c3ccc(Cl)cc3)[nH]n2)CC1,-5%,?,?,14,-2%,?,-17%

# Next part.
SMILES,GPT2 inh,SNCA expr inhib,HEK293 tox,IP6K1 inh,Luciferase inh,3T3 cytotox,HEK293 viab
CCN(CC)CCCNC(=O)c1nn(C)c2c1CS(=O)(=O)c1ccccc1-2,.,?,.,2,.,.,3%
CC(C)c1nnc(C2CN(C(=O)c3ccc(F)cc3F)CC23CCOCC3)o1 (stereo unspecified),3%,-1%,-14%,3,-13%,-14%,-2%
COCC(=O)N1CCC(O)(c2csc(CN3CCN(c4ccccn4)CC3)n2)CC1,-8%[88.5 µM],8%[87.6 µM],3%[172 µM],4,-1%[172 µM],3%[174 µM],-2%[87.6 µM]
O=C(c1ccccc1)N1CCN(c2nccc(Nc3ccccc3Cl)n2)CC1,-9%,-7%,?,16,.,?,12%
COc1ccc(OCC(=O)N2CCC[C@H]2c2nc(-c3ccccc3)no2)cc1,-11%,-5%,-4%,4,-1%,-18%,-1%
CN(Cc1n[nH]c2c1CCCCC2)C(=O)c1cn(CC2CCCCC2)nn1,-27%,-11%,?,-10,0%,?,-22%
Cc1c(Cl)cccc1Nc1nn2c(=O)c3ccccc3nc2s1,.,100%[activator],.,-1,.,.,-9%
CC(C)n1cc2cc(C(=O)N3CCN(Cc4cccc(F)c4)CC3)sc2c1,?,-5%,?,-6,-3%,-12%,4%
O=C(NC1CCN(c2ccc3nnc(-c4ccccc4)n3n2)CC1)c1cccc(Cl)c1,.,.,-26%,-8,.,?,.
COc1ccc(NC(=O)c2nnn(CC(=O)Nc3cccc(C)c3C)c2N)c(OC)c1,.,14%,.,-6,.,.,11%
O=C(NCc1cccc(Cl)c1)c1cccn1-c1nnc(N2CCCC2)s1,.,16%,.,2,.,.,?
Cc1nc2c(-c3ccccc3)c(C)nn2c(C)c1CCC(=O)NCc1ccc(F)cc1,.,?,.,18,.,.,-4%
Cc1ccc(S(=O)(=O)N(CC(=O)Nc2ccc3c(c2)OCO3)c2cc(Cl)cc(Cl)c2)cc1,.,7%,.,44,.,.,8%
COCC1CCN(S(=O)(=O)N2CCCCC2CCc2ccccc2)CC1 (stereo unspecified),-14%,3%,45µM*,16,5%,?,-13%
CC(=O)N1Cc2ccccc2OC2(CCN(C(=O)c3ccc(Cl)cc3)CC2)C1,-13%,-3%,-10%,19,.,-15%,9%
CCc1nc2c(c(-c3ccc(Cl)cc3)n1)CCN(Cc1cccc3ccccc13)CC2,i,-21%,45µM*,-4,5%,-23%,3%
CC1CCN(c2ccc(-c3cccc(N)c3)nn2)CC1,1%,1.4µM*,32µM*,-44*,0.1µM*,32µM*,-19%
Cc1ccc(NC(=O)C2CCC(CNS(=O)(=O)c3ccc4c(c3)CCCC(=O)N4)CC2)c(C)c1 (stereo unspecified),.,-25%,.,-4,.,.,3%
CN(C)c1cc(N2CCCC(NC(=O)c3cccs3)C2)ncn1 (stereo unspecified),4%,-1%,-5%,1,-5%,-7%,-6%
CCOC(=O)C1=C(C)NC(C)=C(C(=O)OC)C1c1cccc(Cl)c1Cl (stereo unspecified),2%,-12%,.,-2,.,.,-10%
Cc1cc(C)cc(N(CC(=O)Nc2cccc(C)c2C)S(=O)(=O)c2c(C)[nH]c(=O)[nH]c2=O)c1,.,-5%,.,-19,.,.,-5%
CCN(c1ccccc1)S(=O)(=O)c1cc(-c2onc(C)c2C)ccc1OC,.,-23%,.,-4,.,.,1%
O=c1[nH]c2ccccc2c(=O)n1CCCl,-8%,-35%[25.6 µM],.,10,.,.,-10%[23.9 µM]
c1ccc(-c2cnc3n2C[C@H](CNCc2nccs2)OC3)cc1,i,154%[activator][87.6 µM],-25%[172 µM],17,5%[172 µM],?,2%[87.6 µM]
Cc1c(C(=O)N2CCC3(CCCN(C)C3=O)C2)n(C)c2ccc(F)cc12 (stereo unspecified),-13%,47%[activator],-32%,-2,?,-32%,-3%
O=C(CN1C(=O)C(c2ccccc2)=NC12CCCCC2)NC1CCCC1,i,-32%,28µM*,30,1%,?,0%[12.5 µM]
CCOC(=O)C1CCCN(c2c(C(=O)c3ccccc3)cnc3ccc(F)cc23)C1 (stereo unspecified),.,2%,.,4,.,.,6%
Cc1cccn2c(=O)c(/C=C(\C#N)c3nc4ccccc4n3C)c(Oc3ccc(Br)cc3)nc12,.,-9%,.,-17,.,.,?
c1ccc(-c2cccc(-n3ccnc3-c3cc4n(n3)CCCNC4)c2)nc1,-16%,17%,-17%,18,-5%,-7%,5%
CCOC(=O)Cn1nc2n(c1=O)CCN(Cc1cccc(Cl)c1)C2=O,i,-8%,6%,20,1%,i,1%
Cc1ccc2c(c1)N1C(=O)OC[C@@H]1CCN(C1CCOCC1)C2,1%[88.5 µM],-6%[87.6 µM],3%[172 µM],-7,-4%[172 µM],i,2%[87.6 µM]
CC[C@H]1CN(C(=O)NC2CCCCC2)CC[C@H]1CC(=O)Nc1ccccc1,i,-22%[87.6 µM],?,-14,2%[172 µM],-16%[174 µM],-3%[87.6 µM]
CCn1cc(S(=O)(=O)NCCc2ncc(C)n2C2CC2)cn1,-33%,-10%,-12%,-6,-10%,-18%,19%
COC[C@H]1CCCN1[C@@H]1[C@H](O)[C@H](CO)O[C@@H]1CNS(=O)(=O)c1cccs1,2%,2%,4%,1,-5%,-1%,5%
COc1ccc(-c2cn3nc(N4CCC(C(=O)Nc5cc(Cl)ccc5C)CC4)sc3n2)cc1,.,86%[activator],.,-8,.,.,-1%
COC[C@@H]1[C@H](C(=O)NCc2cc(F)cc(F)c2)CCC(=O)N1C,0%,11%,i,0,2%,-14%,-3%
CN1CCN([C@H]2CCN(Cc3cccs3)C[C@H]2CCC(=O)O)CC1,-4%,13%,i,28,5%,-4%,-3%
CCCN(C(=O)Cc1c(C(=O)O)[nH]c2ccc(Cl)cc12)c1ccc(OCC)cc1,.,18%,.,14,.,.,4%
CC1CCN(S(=O)(=O)c2ccc3c(c2)CCN3C(=O)Nc2cccc(Br)c2)CC1,.,5%,.,17,.,.,-10%
OCC1(CN2CCCC2)CCN(Cc2ccc(OC(F)(F)F)cc2)CC1,-7%,-17%,?,-2,-3%,?,5%
CCOCC(=O)N1CCC(c2nc(-c3cccnn3)no2)CC1,5%,7%,-2%,-15,-5%,2%,4%
Cc1ccc(-c2nnc(C3CCN(S(=O)(=O)c4ccc(C)c(C)c4)CC3)o2)cc1,.,13%,.,-2,.,.,-13%
COc1ccccc1CC(=O)N1CC[C@@H]2NC(=O)[C@H]3C[C@H](NC(=O)C4CC4)CN3C(=O)[C@H]21,5%[88.5 µM],14%[87.6 µM],i,7,2%[172 µM],i,8%[87.6 µM]
CCN1CCN(CC(O)COc2cccc(CNCCc3cccc(C)n3)c2)CC1 (stereo unspecified),-4%,3%,?,-3,3%,-28%,-10%
Cc1cccc2nc(CNC(=O)c3cc(COc4ccc(F)cc4F)on3)cn12,i,?,?,3,-11%,32µM*,-13%
O=C(NC1CCCC1)c1nc2cccnc2n(CCc2ccccc2)c1=O,i,?,?,12,.,?,7%
O=C(NCc1cccc(Cl)c1)C1CCCN1C(=O)c1cccc(-c2ccccn2)c1 (stereo unspecified),.,.,?,-1,.,?,.
CC(C)(N)C(=O)NC1CCCN(C2Cc3ccccc3C2)C1 (stereo unspecified),-11%,3%,-13%,5,-11%,-17%,?

# The list is partial; rates above refer to the full screens.
